TrxR1 substrate = is turned over as a substrate by rat TrxR1; O89049; purified TrxR1 substrate turnover, NADPH consumption readout; Potency, µM (doses to about 114 µM), inactives show at the top dose activity change, negative = substrate turnover; hit rate 0.01% among 390,000; also: % is scaled to controls: 0 for no effect and ±100 for the full control effect; nearly all actives have a fitted effect of over 50% in size
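Rat TrxR1, dispensed at 90 nM, was prereduced with 400 uM NADPH (final) for 5 min at ~22 deg C, then incubated with compound 15 min before 400 uM selenite. A first-read NADPH fluorescence drop versus no-compound background flagged substrates.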
RXFP1 agonist = activates the human relaxin receptor RXFP1 | Q9HBX9 | HEK293T-RXFP1 cAMP TR-FRET, 30 min; response scale: percent of porcine relaxin response, buffer zero | Potency, µM (series often up to 57.5 µM), for the others: top-dose activation, hits mostly activators | hit rate 0.3% among 370,000; also: % is scaled to controls: 0 for no effect and ±100 for the full control effect; nearly all actives have a fitted effect of over 60% in size; many of its hits are not listed in these tables
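HEK293T cells stably expressing RXFP1 were pretreated with the PDE4 inhibitor Ro 20174, exposed to compounds for 30 min at 37C, lysed, and cAMP was read by TR-FRET. Data normalized to buffer (basal) and 29 nM porcine relaxin (100%).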
Vif-A3F inh = inhibitors of Vif-A3F interaction; AID 602313; HeLa A3F-eYFP + Vif (tagged APOBEC3F with the HIV-1 protein that degrades it), YFP fluorescence increase; Potency, µM (series often up to 46.1 µM), without a hit: at the top dose activity, negative = active; hit rate 0.2% among 390,000; also: % of control where 0% means no effect; nearly all actives have a fitted effect of over 65% in size
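HeLa cells stably expressing A3F-eYFP plus Vif, plated and incubated overnight at 37 deg C, then exposed to compounds overnight at 37 deg C. Blocked degradation read as raised yellow fluorescence (Ex 488/Em 500-530).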
Vif-APOBEC3G blk = Vif-A3G binding inhibition; Q9HC16; Potency, µM (top dose mostly 46.1 µM), inactives show top-dose activity, negative = active, usual class: inhibitors; AID 602310; hit rate 0.076% among 410,000; HeLa A3G-eYFP + Vif (tagged APOBEC3G with the HIV-1 protein that degrades it), YFP fluorescence, overnight;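 also: % is scaled to controls: 0 for no effect and ±100 for the full control effect; nearly all actives have a fitted effect of over 60% in size; hits raise eYFP signal because A3G escapes Vif-driven loss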
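Read-out is eYFP fluorescence (Ex 488/Em 500-530) from Vif-expressing HeLa A3G-eYFP cells; more signal means A3G escaped Vif-mediated degradation. Cells plated overnight, compound pinned in, incubated overnight at 37 deg C.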
12-LOX inh = ALOX12 (human) lipoxygenase inhibition. hit rate 1.1% among 580,000. Potency, µM (titrated, usually from 108 µM), for the others: at the top dose activity change, negative = inhibition, usual class: inhibitors. purified 12hLO, xylenol orange hydroperoxide absorbance. P18054. AID 1671190; also: % is scaled to controls: 0 for no effect and ±100 for the full control effect
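Purified human 12hLO (150 nM final) in 25 mM Hepes, 0.01% Triton X-100, pH 7.0 was preincubated 15 min at room temperature with compound. Then 40 uM arachidonic acid was added, 30 min. Hydroperoxide was read by Fe-XO absorbance ratio 573/405 nm.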
USP1-UAF1 inh = blocks the human USP1/UAF1 deubiquitinase complex; O94782; recombinant USP1/UAF1, Ub-Rhodamine cleavage fluorescence; Potency, µM (top dose mostly 57.1 µM), without a hit: at the top dose activity change, negative = inhibition, usual class: inhibitors; hit rate 0.23% among 390,000; also: % is scaled to controls: 0 for no effect and ±100 for the full control effect; nearly all actives have a fitted effect of over 60% in size; inactives centre near -12
Target sequence (O94782 whole entry, looked up): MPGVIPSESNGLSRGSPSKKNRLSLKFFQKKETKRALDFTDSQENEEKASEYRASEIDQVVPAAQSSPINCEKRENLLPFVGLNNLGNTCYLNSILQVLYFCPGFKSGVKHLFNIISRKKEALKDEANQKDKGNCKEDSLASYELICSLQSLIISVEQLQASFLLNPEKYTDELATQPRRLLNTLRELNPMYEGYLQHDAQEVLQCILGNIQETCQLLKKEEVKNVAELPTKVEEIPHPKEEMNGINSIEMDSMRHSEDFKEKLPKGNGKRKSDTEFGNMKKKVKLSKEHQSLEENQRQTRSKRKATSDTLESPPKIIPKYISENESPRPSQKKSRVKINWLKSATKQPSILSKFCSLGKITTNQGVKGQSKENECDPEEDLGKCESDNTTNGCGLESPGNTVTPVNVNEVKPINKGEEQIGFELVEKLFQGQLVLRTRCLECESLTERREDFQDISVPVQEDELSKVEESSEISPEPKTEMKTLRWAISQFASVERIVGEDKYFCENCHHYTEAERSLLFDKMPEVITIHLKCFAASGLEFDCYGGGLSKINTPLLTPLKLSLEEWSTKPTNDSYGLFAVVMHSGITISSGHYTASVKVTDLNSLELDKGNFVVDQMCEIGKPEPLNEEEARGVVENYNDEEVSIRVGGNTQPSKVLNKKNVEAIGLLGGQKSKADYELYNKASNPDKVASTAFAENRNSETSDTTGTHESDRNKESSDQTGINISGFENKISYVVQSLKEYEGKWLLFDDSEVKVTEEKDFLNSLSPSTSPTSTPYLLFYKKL
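USP1/UAF1 complex (1 nM) preincubated 15 min at room temperature with compound, then Ub-Rho substrate (150 nM final) added. Kinetic fluorescence at 480/540 nm over 6 reads at 60 s intervals; 50 mM HEPES pH 7.8, 0.5 mM EDTA, 0.1 mg/ml BSA, 1 mM TCEP, 0.01% Tween-20.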
RGS4 inhibitor = blocks human RGS4-accelerated GTP hydrolysis | AID 504845 | P49798 | Potency, µM (series often up to 114 µM), without a hit: top-dose activity change, negative = inhibition, actives largely listed as inhibitors | Transcreener GDP fluorescence polarization, RGS4-accelerated GTP hydrolysis | hit rate 0.039% among 390,000; also: % is scaled to controls: 0 for no effect and ±100 for the full control effect; nearly all actives have a fitted effect of over 75% in size; some results filed as inactive show a strong effect at the top dose
Target sequence (P49798 whole entry, looked up): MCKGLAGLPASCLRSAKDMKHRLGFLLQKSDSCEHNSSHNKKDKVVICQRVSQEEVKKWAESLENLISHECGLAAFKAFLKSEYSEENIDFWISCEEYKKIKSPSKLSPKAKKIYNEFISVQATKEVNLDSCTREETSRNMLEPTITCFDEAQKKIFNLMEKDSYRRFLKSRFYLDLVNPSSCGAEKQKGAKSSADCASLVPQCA
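MLSMR compounds (23 nl, pin-transferred) preincubated 10 min at room temperature with a 500nM (2x) first reagent, then RGS4 at 900nM (2x) plus Transcreener GDP mix added; fluorescence polarization (620/688 nm) read before and after 90 min at 30 °C.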
TrxR1 inh = rat TrxR1 inhibition | O89049 | recombinant rTrxR1, NADPH fluorescence consumption, selenite substrate | Potency, µM (titrated, usually from 114 µM), inactives show at the top dose activity change, negative = inhibition, most hits filed as inhibitors | hit rate 1% among 390,000 | AID 588453; also: % is scaled to controls: 0 for no effect and ±100 for the full control effect; nearly all actives have a fitted effect of over 65% in size
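Rat TrxR1 (90 nM in the dispensed reagent) was pre-reduced with 400 uM NADPH for 5 min at room temperature, then incubated with compound for 15 min. After 400 uM selenite was added, NADPH fluorescence (Ex 340/Em 450 nm) was followed for 8 min.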
mIDH1 inhibitor = inhibitors of human mutant IDH1 R132H; Potency, µM (highest dose often 76.6 µM), for the others: at the top dose activity change, negative = inhibition, most hits filed as inhibitors; hit rate 0.093% among 390,000; IDH1-R132H enzyme, NADPH consumption, diaphorase/resazurin fluorescence; O75874; also: % is scaled to controls: 0 for no effect and ±100 for the full control effect; nearly all actives have a fitted effect of over 65% in size
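IDH1-R132H (0.5 ug/mL) preincubated 30 min with compound, then NADPH (0.016 mM) and alpha-KG (2 mM) added; 80 min at RT, pH 7.5. Remaining NADPH coupled via diaphorase/resazurin to fluorescence (540/590 nm); concentration-response curves normalized to no-enzyme control.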
An asterisk follows results filed as active; ? = inconclusive; nt = no result given; & = joins results of further samples; [ ] = remark or other dose. Calls follow the shape of the dose curve; as a rule, active = well fitted curve in the direction sought with a large enough effect; inconclusive = small, poorly fitted or top-dose-only effect, or another doubt; inactive = no such curve, though single readings can be large; an effect the other way counts as inactive or inconclusive. Potency is read from the fitted curve at half-maximal effect. Only part of the results is shown; rates above refer to the full screens.

Every second line gives: TrxR1 substrate	RXFP1 agonist	Vif-A3F inh	Vif-APOBEC3G blk	12-LOX inh	USP1-UAF1 inh	RGS4 inhibitor	TrxR1 inh	mIDH1 inhibitor
> CCOC(=O)c1[nH]c2ccc(OC)cc2c1NC(=S)N1CCN(C(=O)OCC)CC1
  -2%	?	0%	-1%	-14%	5%	9%	-1%	7%
> COc1ccc(-c2oc3ccccc3c2C#Cc2cncn2C)cc1
  72%[activator]	2.7%	0%	?	?	-16%	12%	32%	-8%
> CCn1c(=O)n(CC(=O)N2CC(C)CC(C)C2)c(=O)c2ccccc21 (stereo not drawn)
  -4%	1.9%	1%	1%	0%	-6%	12%	-10%	-2%
> O=C1C(Cc2ccccc2)Nc2ncnc(N3CCN(c4ccccc4)CC3)c2N1Cc1ccc(Br)cc1 (stereo not drawn)
  6%[57.1 µM]	nt	7%	-10%&-9%	?	-12%	19%	5%[57.1 µM]	-12%
> COc1ccc2sc(N(CCN(C)C)C(=O)c3cc(Cl)sc3Cl)nc2c1
  -11%	-1.8%	15%	0%	?	-16%	-1%	1%	-7%
> COc1ccc(-n2c(-c3ccc(Br)cc3)c[n+]3c2CCc2ccccc2-3)cc1
  -9%	-0.3%	2%	3%	-15%	-9%	13%[11.4 µM]	-19%	7%
> COc1ccc(O)c(C(=O)c2cnn(C(=O)c3cccc(N(C)C)c3)c2)c1
  0%	nt	8%	0%	-8%	-8%	-46%	?	1%
> CC1CC(C)CN(C(=O)COC(=O)Cc2ccc(Br)cc2)C1 (stereo not drawn)
  0%	1.2%	17%	1%	-15%	-19%	-20%[56.9 µM]	23%	-10%
> COc1ccc(C(=O)N2CCN(c3nc4c(OC)cccc4s3)CC2)cc1OC
  -2%[57.1 µM]	0.4%	2%	9%	-19%	-16%	36%	16%[57.1 µM]	7%
> Cc1ccc(Cn2c(=N)c(C(=O)NCc3ccco3)cc3c(=O)n4ccccc4nc32)cc1
  90%[activator]	4.7%	-2%	1%	?	-12%	?	-15%	2%
> O=C(NCCN1CCOCC1)c1cc(Cl)ccc1Cl
  -13%	1.6%	3%	0%	0%	-11%	4%	-8%	0%
> CCN(CC)CCNC(=O)c1ccc(NC(=O)c2cc(S(=O)(=O)N3CCCCC3)ccc2C)cc1
  -1%	-0.9%	-14%	3%	-22%	-17%	-43%	1%	1%
> CC(C)CN1C(=O)C(=O)N(CC(=O)N2c3ccccc3NC(=O)CC2C)C1=O (stereo not drawn)
  -6%	0.2%	3%	1%	?	-9%	-34%	-10%	8%
> CC1(C)C(=O)Nc2ccccc2N1C(=O)COC(=O)c1cccc(O)c1
  0%	nt	-6%	-2%	-7%	-21%	21%	17%	13%
> COc1cnc(-c2ccccn2)nc1Sc1ccccc1
  9%[57.1 µM]	0.5%	?	-1%	-24%	-8%	9%	23%[57.1 µM]	-3%
> COc1ccc2cc3cc(C(=O)N4CC(C)CC(C)C4)oc3nc2c1 (stereo not drawn)
  25%	0.3%	0%	1%	nt	-18%	29%	-16%	5%
> CCO[C@H]1OC(C(=O)N2CCN(Cc3ccccc3)CC2)=C[C@@H](c2ccccc2)[C@@H]1CCCO
  6%	-0.6%	1%	-3%	0%	-20%	-2%	-12%	11%
> CCOC(=O)c1c(SCC(=O)Nc2nccs2)nc(C)c(C)c1C
  3%	3.0%	2%	-8%	?	-1%	-4%	3%	8%
> Cc1onc(-c2c(Cl)cccc2Cl)c1-c1nnc(-c2ccc(Cl)cc2)o1
  8%[57.1 µM]	0.3%	13%	3%	0%	1%	1%	2%[57.1 µM]	0%
> O=C(NCCc1ccccc1C(F)(F)F)c1cc(COc2ccccc2)on1
  nt	nt	-3%	-3%	-15%	-28%	nt	nt	5%
> CCOC(=O)c1ccc(NC(=O)c2nc[nH]c2C(=O)N[C@@H](C)C(=O)OC(C)(C)C)cc1
  -2%	3.2%	-1%	2%	2%	-22%	-15%	11%	11%
> Cc1ccc(S(=O)(=O)N2CCCCC2)cc1NC(=O)COC(=O)c1ccc(=O)[nH]c1
  -10%	-0.2%	3%	3%	0%	-12%	26%	3%	3%
> O=C(CN(C(=O)CNS(=O)(=O)c1ccc(F)cc1)c1cccc(F)c1)NCC1CCCO1 (stereo not drawn)
  11%	-1.2%	-9%	-1%	10%	-20%	-8%	17%	-1%
> Cc1ccc(C)c(NC(=S)NNC(=O)c2csc(C(C)C)c2)c1
  -4%	-0.2%	2%	3%	?	-13%	?	-23%	7%
> CCN(CC)CCN(C(=O)Cn1nnc(-c2ccc(C)o2)n1)C(C(=O)NC(C)(C)C)c1cccs1 (stereo not drawn)
  2%[57.1 µM]	-1.9%	-4%	-2%	-20%	-24%	-6%	6%[57.1 µM]	2%
> CCN1CCN(c2ncnc3c2cnn3-c2ccc(C)cc2)CC1
  15%[57.1 µM]	5.5%	-7%	0%	6%	-6%	-20%	30%[57.1 µM]	23%
> CC(C)CCNC(=O)C(c1cccnc1)N(Cc1ccccc1)C(=O)Cn1nnc2ccccc21 (stereo not drawn)
  8%[57.1 µM]	nt	-12%	0%	3%	-11%	4%	19%[11.4 µM]	1%
> Cc1cccc(NC(=O)c2cccc(N3C(=O)CCC3=O)c2)c1
  -7%	0.5%	2%	1%	0%	-12%	-14%	-2%	-4%
> Nc1nc(N)n(-c2ccccc2)c(=Nc2ccccc2)n1
  16%	1.2%	2%	1%	-20%	-19%	16%	26%	-11%
> COc1ccc(S(=O)(=O)N2CCC(C(=O)N3CCc4ccccc4C3)CC2)cc1OC
  -11%	1.3%	-7%	0%	-3%	-19%	-22%	-13%	0%
> Cc1ccc(N(Cc2cc3ccccc3[nH]c2=O)C(=O)c2ccco2)c(C)c1
  -2%	-1.5%	0%	-5%	5%	0%	2%	-22%	4%
> O=C(Nc1cccnc1)c1cccc(S(=O)(=O)N2CCOCC2)c1
  1%	1.4%	-2%	2%	14%	-1%	2%	17%	6%
> Oc1ccc(Cl)cc1N=Cc1sc2ccccc2c1Cl
  -7%	6.0%	-8%	?	?	-9%	2%	-23%	-7%

Random excerpt: 7 entries already listed.
Every second line gives: TrxR1 substrate	RXFP1 agonist	Vif-A3F inh	Vif-APOBEC3G blk	12-LOX inh	USP1-UAF1 inh	RGS4 inhibitor	TrxR1 inh	mIDH1 inhibitor
> Oc1ccc(Cl)cc1N=Cc1sc2ccccc2c1Cl
  -7%	6.0%	-8%	?	?	-9%	2%	-23%	-7%
> O=C1C(Cc2ccccc2)Nc2ncnc(N3CCN(c4ccccc4)CC3)c2N1Cc1ccc(Br)cc1 (stereo not drawn)
  6%[57.1 µM]	nt	7%	-10%&-9%	?	-12%	19%	5%[57.1 µM]	-12%
> CC(C)CCNC(=O)C(c1cccnc1)N(Cc1ccccc1)C(=O)Cn1nnc2ccccc21 (stereo not drawn)
  8%[57.1 µM]	nt	-12%	0%	3%	-11%	4%	19%[11.4 µM]	1%
> O=C(NCCN1CCOCC1)c1cc(Cl)ccc1Cl
  -13%	1.6%	3%	0%	0%	-11%	4%	-8%	0%
> COc1ccc(S(=O)(=O)N2CCC(C(=O)N3CCc4ccccc4C3)CC2)cc1OC
  -11%	1.3%	-7%	0%	-3%	-19%	-22%	-13%	0%
> Cc1ccc(S(=O)(=O)N2CCCCC2)cc1NC(=O)COC(=O)c1ccc(=O)[nH]c1
  -10%	-0.2%	3%	3%	0%	-12%	26%	3%	3%
> CCn1c(=O)n(CC(=O)N2CC(C)CC(C)C2)c(=O)c2ccccc21 (stereo not drawn)
  -4%	1.9%	1%	1%	0%	-6%	12%	-10%	-2%

High-throughput results deposited in PubChem by National Center for Advancing Translational Sciences (NCATS).
